# Assay outcomes as filed in PubChem BioAssay.
# RNase H inhibition = RNase H inhibition, HIV 1 Gag Pol polyprotein, FRET biochemical assay, screening (AID 372). 0.77% of 100,000 active. HIV-1 RT RNase H, FRET RNA/DNA substrate fluorescence; higher % means a stronger effect. inhibition, % at 10 µM; hits with a dose series show IC50 in µM; in the data active means inhibition above about 50%
# * = called active by the depositor.
SMILES,RNase H inhibition
Cc1cc(C(=O)O)ccc1-c1ccc(/C=C2\SC(=S)NC2=O)o1,17.0%
COC(=O)Nc1ccc(S(=O)(=O)Oc2ccc(C)cc2-n2nc3ccccc3n2)cc1,16.0%
COc1ccc(OC)c(-c2nc3ccc4ccccc4c3c3c2CCC3)c1,25.0%
CC(=O)C1=C(c2ccccc2)S/C(=C2/C(=S)C(C)(C)Nc3ccccc32)S1,27.0%
O=C(N/N=C/c1ccc([N+](=O)[O-])cc1)c1cc(Br)cc(Br)c1O,6.0%
O=C(NC(=S)Nc1ccc(NC(=O)c2ccco2)c(Cl)c1)c1ccc(Cl)cc1,15.0%
CCOC(=O)/C(C#N)=C\c1cn(-c2ccccc2)nc1-c1ccc(OC)c([N+](=O)[O-])c1,24.0%
CN1CCC(=NNC(=O)c2ccncc2)CC1,12.0%
COC(=O)/C(=C/C(=O)c1ccc(C)cc1)Nc1ccc(Br)cc1,6.0%
COc1ccc(C2C(C(=O)OC(C)C)=C(C)NC3=C2C(=O)CC(c2ccc(Cl)cc2)C3)c(OC)c1 (stereo not drawn),2.0%
CCOC(=O)c1ccc(NC2=CC(C)(C(=O)OCC)N(c3ccc(C(=O)OCC)cc3)C2=O)cc1 (stereo not drawn),0.0%
CC1(C)CC(=O)C(C=Nc2ccc3[nH]ncc3c2)=C(O)C1,0.0%
COCc1nc2c(c(=O)[nH]1)C1(CCCCC1)Cc1ccccc1-2,0.0%
COc1ccc(-c2cc(C(=O)Nc3nc(-c4ccccc4)c(C)s3)c3ccccc3n2)c(OC)c1,41.0%
O=c1oc(-c2cccc([N+](=O)[O-])c2)nc2ccc(Br)cc12,22.0%
CCOC(=O)C1=C(c2ccccc2)N=c2s/c(=C\c3ccc[nH]3)c(=O)n2C1c1cc(OC)ccc1OC (stereo not drawn),13.0%
COc1ccc(OC)c(CN2CCN(Cc3ccc4ccccc4c3)CC2)c1,15.0%
CN1/C(=C\C(=O)Nc2ccccc2Br)c2ccccc2CC1(C)C,1.0%
COc1ccc(Cl)cc1/C=C1\C(=O)N(c2cccc(C(=O)O)c2)N=C1C,8.0%
COc1ccc(-c2nc(-c3ccccc3Cl)no2)cc1OC,11.0%
CCOC(=O)c1c(C)n(CCc2ccccc2)c2ccc(O)cc12,0.0%
OCCN(CCO)c1ccc(C(c2ccc(Cl)cc2)c2ccc(N(CCO)CCO)cc2)cc1,0.0%
O=C(CC(c1ccccc1)c1ccccc1)N1CCN(Cc2ccccc2)CC1,11.0%
CCOc1cccc(-c2cc(C(=O)N3CCc4ccccc43)c3ccccc3n2)c1,13.0%
Cc1cccc(N2C(=O)c3ccc(-c4nc5ccccc5c(=O)o4)cc3C2=O)c1C,10.0%

# Another view of some results above:
mol: O=c1oc(-c2cccc([N+](=O)[O-])c2)nc2ccc(Br)cc12
  RNase H inhibition: 22.0%

mol: CCOC(=O)c1c(C)n(CCc2ccccc2)c2ccc(O)cc12
  RNase H inhibition: 0.0%

# (listing goes on)
SMILES,RNase H inhibition
COCCN1C(=O)C(=O)/C(=C(/O)c2ccccc2)C1c1ccc([N+](=O)[O-])cc1 (stereo not drawn),0.0%
Cc1ccc(C)c(C(=O)CSc2n[nH]c(-c3ccco3)n2)c1,34.0%
Cc1ccc(C2OC3(C(=O)c4ccccc4C3=O)C(c3cccc(Cl)c3)C23C(=O)c2ccccc2C3=O)cc1 (stereo not drawn),21.0%
COc1cccc(C(=O)/C=C/c2c(Cl)cccc2Cl)c1,34.0%
COC(=O)c1ccccc1-c1ccc(/C=c2\sc3nc4ccccc4n3c2=O)o1,16.0%
Cc1ccc(S(=O)(=O)NC(=O)Nc2cc(C(C)C)c(O)c(C(C)C)c2)cc1,7.0%
CCC(C(=O)N1CCCCCC1)c1ccccc1 (stereo not drawn),18.0%
CC(=O)/C=C/c1cn(C(C)=O)c2ccccc12,1.0%
CCCCCCCC(=O)NNC(=O)/C=C/c1ccccc1,18.0%
CCOC(=O)C1=C(C)NC(=O)NC1c1ccc(C)cc1 (stereo not drawn),15.0%
CCCC12C(=O)C(C)(C(c3ccccc3)=C1c1ccccc1)C1C(=O)N(c3cccc(Cl)c3)C(=O)C12 (stereo not drawn),3.0%
COc1ccc(NC(=O)CN(c2cccc(C)c2)S(=O)(=O)c2ccccc2)cc1Cl,11.0%
CC1=C(C#N)C(=O)NC(=O)/C1=C\c1ccc(-c2cccc(Cl)c2)o1,33.0%
Cc1cc2c(c(=O)o1)C(c1ccco1)C(C#N)=C(N)O2 (stereo not drawn),10.0%
CC(=O)c1sc(Nc2ccccc2)nc1C,5.0%
Cc1ccc(NC(=O)CC2Sc3ccc(C(F)(F)F)cc3NC2=O)c([N+](=O)[O-])c1 (stereo not drawn),0.0%
O=C1/C(=C/c2cccs2)SC(=S)N1CCC(=O)N1c2ccccc2Sc2ccc(Cl)cc21,14.0%
COc1ccc(-c2csc(-n3[nH]c(-c4ccc([N+](=O)[O-])cc4)c(N=Nc4ccc(C(=O)O)cc4)c3=O)n2)cc1,5.0%
O=C(COc1ccccc1Cl)Nc1cc(Cl)ccc1C(=O)O,0.0%
CC(=C/c1ccc(C(C)C)cc1)/C=N/Nc1ccc([N+](=O)[O-])cc1,15.0%
COc1ccc(C(=O)N/N=C\c2ccc(C)cc2)cc1,8.0%
COC(=O)C1(S(=O)(=O)c2ccc(Cl)cc2)CC1,1.0%
COc1ccc(C2SCC(=O)N2c2ccc(C)cc2)cc1 (stereo not drawn),5.0%
O=C(Nc1ccccc1C1CC1)c1ccccc1,5.0%
Cc1ccc(OCCNC(=O)c2ccccc2F)cc1,5.0%
SMILES,RNase H inhibition
COc1ccc(C(=O)NNC2=CC(=O)CC(C)(C)C2)cc1,11.0%
O=C(c1ccccc1)c1ccc(OCC(O)COc2ccc(C(=O)c3ccccc3)c(O)c2)cc1O,9.0%
Cc1cc(C)c(C)c(OCCCCN2CCCCC2)c1,10.0%
CCN(CC)c1ccc(C2C(C#N)=C(C)NC3=C2C(=O)CC(c2ccc(OC)cc2)C3)cc1 (stereo not drawn),3.0%
CCOc1ccc(NC(=O)c2c(NC(=O)c3ccccc3Cl)sc3c2CCCC3)cc1,19.0%
COC(=O)CSC1=C(C#N)C(c2ccc(Cl)cc2)C2=C(CC(C)(C)CC2=O)N1 (stereo not drawn),8.0%
Cc1ccccc1CSCC(=O)Nc1cccc(Br)c1,18.0%
CCOc1ccc(NC(=O)c2ccc(Cl)c(Cl)c2)cc1,5.0%
CC(C1CC1)N(Cc1ccccc1)C(=O)Nc1cccc([N+](=O)[O-])c1 (stereo not drawn),10.0%
O=[N+]([O-])c1cc(Cl)ccc1NCCNS(=O)(=O)c1ccccc1,25.0%
Cc1ccc(C)n1/N=C1\NC(=O)CS1,49.0%
O=C(Nc1cccc(Cl)c1)Nc1nnc(-c2ccncc2)s1,0.0%
CC(NC(=O)c1cc2n(n1)C(C(F)(F)F)CC(c1ccc(Br)cc1)N2)c1ccccc1 (stereo not drawn),8.0%
COc1ccc(C(=O)Nc2cccc(OC)c2)cc1,0.0%
COc1cccc(/C=N/NC(=O)CSc2nnc(-c3cc(OC)c(OC)c(OC)c3)n2-c2ccccc2)c1OC,1.0%
CCCCCC/C(=N\NC(=O)c1ccncc1)c1ccccc1,5.0%
O=C1/C(=C\c2cccc(C(F)(F)F)c2)SC(=S)N1Cc1ccccc1,3.0%
COc1ccc(-c2nnc(N)s2)cc1OC,15.0%
CCc1nn(-c2ccccc2)c2nc(-c3cc([N+](=O)[O-])ccc3O)c3cc(OC)c(OC)cc3c12,18.0%
CC1=NN(c2cccc(C)c2)C(=O)/C1=C\c1c(C)[nH]n(-c2ccc(C)c(C)c2)c1=O,32.0%
Cc1ccccc1-c1nc(-c2ccncc2)no1,21.0%
NC(=O)c1cc(S(=O)(=O)N2CCOCC2)ccc1Cl,5.0%
CN(Cc1ccccc1)C(=O)Cc1ccccc1,0.0%
COc1ccccc1C(=O)NC(=S)Nc1nc(-c2ccccc2)cs1,13.0%
CCOC(=O)C1=C(C)N=c2s/c(=C\c3ccc(SC)cc3)c(=O)n2C1c1cc(OC)ccc1OC (stereo not drawn),5.0%
SMILES,RNase H inhibition
COc1ccc(S(=O)(=O)Nc2cc(Cl)cc(Cl)c2)cc1Br,36.0%
Oc1cccc(Br)c1C=Nc1ccc(-c2cnc(-c3ccccc3)nc2)cc1,9.0%
COc1ccc(CCNC(=O)C(=O)Nc2ccc(OC)cc2)cc1,4.0%
Cc1ccc(S(=O)(=O)NCCSc2ccccn2)cc1[N+](=O)[O-],7.0%
Cc1ccsc1-c1ncnn1-c1ccc(Cl)cc1,9.0%
CCOC(=O)c1c(C)oc2ccc(OC(=O)c3cc4ccccc4o3)cc12,7.0%
COc1ccc(-c2cc(C(=O)Nc3ncccc3Cl)c3ccccc3n2)cc1OC,0.0%
CCCCc1c(C)[nH]c2ccc(OC)cc2c1=O,0.0%
O=C1c2ccccc2C(=O)c2c1cccc2S(=O)(=O)NNc1ccccc1,4.0%
CCOC(=O)c1c(NC(=O)COc2ccccc2)sc2c1CCN(C(=O)OCC)C2,36.0%
COc1ccc(C(=O)NC(N2CCOCC2)C(Cl)(Cl)Cl)cc1OC (stereo not drawn),1.0%
Cc1cccc(C(=O)NC(=S)Nc2ccc(-c3nc4ccccc4s3)cc2)c1,35.0%
C=CCN1C(=O)/C(=C\c2cn(CCOc3cccc(OC)c3)c3ccccc23)SC1=S,15.0%
COc1ccc(/C=C2/SC(=O)N(CNc3ccc(Br)cc3C)C2=O)cc1,7.0%
O=C(Nc1cccc(-c2nc3ncccc3o2)c1)c1ccc([N+](=O)[O-])o1,1.0%
COc1ccc(C2CC(=O)C3=C(C2)Nc2ccccc2NC3c2ccc(F)c(F)c2)cc1OC (stereo not drawn),0.0%
CCOC(=O)c1c(NC(=O)c2c(-c3c(Cl)cccc3Cl)noc2C)sc2c1CCCC2,11.0%
CC(C)=CCC/C(C)=C/C1OCCCO1,6.0%
Cc1ccc2c(c1)c(-c1ccccc1)c(-c1ccccc1)n2CCC#N,14.0%
CC1CCC(N2CCN(C(=O)c3ccc(F)cc3)CC2)CC1 (stereo not drawn),0.0%
COc1ccc(Br)cc1C1C(C#N)=C(N)OC2=C1C(=O)CC(C)(C)C2 (stereo not drawn),6.0%
CN(C)c1cccc(NC(=O)c2cc3ccccc3o2)c1,13.0%
Cc1cc(C)c(C(=O)/C(=C/c2cccs2)c2ccccc2)c(=O)[nH]1,6.0%
COc1cccc(/C=N/N=C(\N)c2nonc2N)c1O,0.0%
Cc1[nH]n(-c2ccccc2)c(=O)c1/C=C(\C#N)c1nc2ccccc2s1,12.0%
SMILES,RNase H inhibition
COc1ccccc1OCCOCCOc1ccc(C)cc1Br,14.0%
CC1=NN(c2ccc(Oc3ccccc3)c(S(=O)(=O)O)c2)C(=O)C1,13.0%
CCc1ccc2oc(-c3ccc(NC(=S)NC(=O)c4cc5ccccc5o4)cc3)nc2c1,5.0%
CCCOc1ccc(/C=C2\SC(N3CCCCC3)=NC2=O)cc1,21.0%
COC(=O)c1ccc(OC)cc1OCCN1CCOCC1,6.0%
CC(C)CC(=O)Nc1ccc(F)c([N+](=O)[O-])c1,10.0%
O=C(O/C(=C/c1nccn1Cc1ccccc1Cl)c1ccc(F)cc1)c1ccc(F)cc1,12.0%
CCc1ccc(S(=O)(=O)NNc2ccccc2)cc1,3.0%
Cc1ccc2[nH]c(C)c(CC(=O)N/N=C/c3ccco3)c2c1,9.0%
CC(C)(C)c1ccc(-c2nnc(NC(=O)Nc3ccc(Cl)cc3Cl)s2)cc1,20.0%
N#CC1=C(N)OC2=C(C(=O)CC(c3ccccc3)C2)C1c1cccs1 (stereo not drawn),14.0%
COc1cc(NC(=O)c2nn3c(c2Br)NC(c2cccs2)CC3C(F)(F)F)cc([N+](=O)[O-])c1 (stereo not drawn),9.0%
O=C(N/N=C\C=C\c1ccc2c(c1)OCO2)c1ccc(F)cc1,6.0%
NC(=S)NC12CC3CC(CC(C3)C1)C2,13.0%
COCCOC(=O)c1ccc(NC(=O)c2cc3ccccc3oc2=O)cc1,1.0%
COc1cc(/C=C/C(=O)c2c(C)cc(C)[nH]c2=O)cc(OC)c1OC,5.0%
COC(=O)c1c(C)oc2ccc(OC(=O)c3ccco3)cc12,0.0%
CCOc1ccc(C(=O)Nc2ccccc2C)cc1,4.0%
Cc1c(Cl)cccc1NC(=O)C1CC(=O)N(c2ccccc2)C1 (stereo not drawn),5.0%
CC(Oc1ccc(OCc2ccccc2)cc1)C(=O)NN (stereo not drawn),1.0%
O=C1c2ccccc2C(=O)N1CCCCN(C(=O)c1ccccc1)c1ccc(F)cc1F,7.0%
COc1cccc(N2C(=O)NC(=O)/C(=C/c3cccc4ccccc34)C2=O)c1,41.0%
Cc1ccc(-c2cc(C(F)(F)F)n3nc(C(=O)N4CCOCC4)c(Cl)c3n2)cc1,10.0%
C=CCn1c(=S)[nH]c2sc3c(c2c1=O)CCC(C(C)(C)C)C3 (stereo not drawn),15.0%
Cc1nc(NC(=O)c2ccccc2)sc1-c1csc(Nc2cccc(C(=O)O)c2)n1,0.0%
CCOC(=O)C1=C(C)N=c2s/c(=C/c3ccc(-c4cccc(C(=O)O)c4)o3)c(=O)n2C1c1ccccc1OC (stereo not drawn),12.0%
COc1cc(-c2noc(-c3ccc(Br)cc3)n2)cc(OC)c1OC,0.0%

# 3 records drawn at random from the list so far:
SMILES,RNase H inhibition
O=C(O/C(=C/c1nccn1Cc1ccccc1Cl)c1ccc(F)cc1)c1ccc(F)cc1,12.0%
Cc1c(Cl)cccc1NC(=O)C1CC(=O)N(c2ccccc2)C1 (stereo not drawn),5.0%
C=CCn1c(=S)[nH]c2sc3c(c2c1=O)CCC(C(C)(C)C)C3 (stereo not drawn),15.0%

# Entries from the list above with an aryl thioether with sulfur outside any ring (four):
SMILES,RNase H inhibition
Cc1ccc(C)c(C(=O)CSc2n[nH]c(-c3ccco3)n2)c1,34.0%
COc1cccc(/C=N/NC(=O)CSc2nnc(-c3cc(OC)c(OC)c(OC)c3)n2-c2ccccc2)c1OC,1.0%
CCOC(=O)C1=C(C)N=c2s/c(=C\c3ccc(SC)cc3)c(=O)n2C1c1cc(OC)ccc1OC (stereo not drawn),5.0%
Cc1ccc(S(=O)(=O)NCCSc2ccccn2)cc1[N+](=O)[O-],7.0%

# In the list so far, 2 have a tert-butyl group.
SMILES,RNase H inhibition
CC(C)(C)c1ccc(-c2nnc(NC(=O)Nc3ccc(Cl)cc3Cl)s2)cc1,20.0%
C=CCn1c(=S)[nH]c2sc3c(c2c1=O)CCC(C(C)(C)C)C3 (stereo not drawn),15.0%

# Not all compounds are listed; the hit share may differ from the screen's.
